Lipid storage S3: qHTS Assay for Lipid Storage Modulators in Drosophila S3 Cells. Potency in µM for hits, for the others lipid storage change, negative = inhibition, % at the top dose, mostly 46.1 µM. 0.64% of 320,000 active. Drosophila S3 cells, BODIPY lipid droplet fluorescence, 18-24 h; cells fed with added oleic acid; active means well fitted inhibition curve with a large enough effect in the signal ratio, with a control signal flat, not every such curve was filed as active; inconclusive means small, poorly fitted or top-dose-only effect, or effect the other way, or a change in a side signal; the % refers to the signal ratio
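Laser-scanning cytometry quantifies lipid droplet accumulation (500–530 nm total intensity; droplet/cell object ratio) in oleic acid-fed (400 uM added) Drosophila S3 cells treated with a concentration series. 20 uM Triacsin C defined 100% inhibition.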
Lipid storage S3 cell count max: second read-out of Lipid storage S3, no call of its own (marks repeat the call); cell number change, %; measured here: cell count max response;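 cells counted by Cell Tracker Red CMTPX staining in the red channel; peak over a dose series mostly up to 46.1 µM; percent activity relative to internal control wells on each plate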
Numbers without * were called inactive; & = joins results of further samples. On the % scale 0 is the no-effect control and ±100 the full control effect; potency means the concentration at half of the fitted maximal effect. Some of the compounds tested, so the mix of outcomes need not match the whole.

For CCCNC1CCS(=O)(=O)C1 (stereo not given) the results were Lipid storage S3 inconclusive.
Screening O=c1c2cnn(-c3ccc(F)cc3)c2ncn1Cc1ccccc1 returned Lipid storage S3 0.8% and Lipid storage S3 cell count max -15.0.
`O=C(N/N=C/c1ccccc1)c1sccc1OCc1ccc(F)cc1` gave Lipid storage S3 inconclusive.
Screening CSc1ccccc1NC(=O)Nc1cccc2ccccc12 returned Lipid storage S3 inactive and Lipid storage S3 cell count max -13.0.
NC(=O)c1ccccc1OCC(=O)Nc1ccc(Cl)c(Cl)c1 was read as Lipid storage S3 21.0% and Lipid storage S3 cell count max 12.0.
`O=C(CC1COc2ccccc2O1)Nc1ccccn1` (stereo not given) gave Lipid storage S3 inactive and Lipid storage S3 cell count max 4.5.
Screening Nc1nc(NCCCN2CCOCC2)nc(Nc2cccc(F)c2)c1[N+](=O)[O-] returned Lipid storage S3 -8.4% and Lipid storage S3 cell count max 1.9.
For CCC(=O)c1cn(CC(=O)OC)c2ccccc12 the results were Lipid storage S3 inconclusive.
`CCc1ccc(C(=O)OCC(=O)N2CCCCCC2)cc1` gave Lipid storage S3 -3.0% and Lipid storage S3 cell count max -15.2.
For Cc1cc(C)n(-c2ccc(C(=O)Nc3ccc(S(=O)(=O)NCc4ccco4)cc3)cc2)n1 the results were Lipid storage S3 inconclusive.
Screening O=C(CN1C(=O)C2CCCN2c2ncc(Cl)cc21)NCc1ccc2c(c1)OCO2 (stereo not given) returned Lipid storage S3 -24.5%.
CC(=O)NC(CC(C)C)C(=O)NC(Cc1ccccc1)C(N)=O (stereo not given) was read as Lipid storage S3 4.4% and Lipid storage S3 cell count max -15.9.
Screening COCCn1c(=NC(=O)CSCC(=O)N2CCOCC2)sc2ccccc21 returned Lipid storage S3 0.6% and Lipid storage S3 cell count max -8.3.
`CN1/C(=C\C(=O)Nc2ccc(Cl)cc2)C(C)(C)c2ccccc21` gave Lipid storage S3 inconclusive.
CC(C)NC(=S)Nc1cccc2cnccc12 was read as Lipid storage S3 inconclusive.
O=C(c1ccc(S(=O)(=O)Nc2cccc(C(F)(F)F)c2)cc1)N1CCOCC1 was read as Lipid storage S3 inconclusive.
O=C(NCc1cn2ccccc2n1)c1ccccc1 was read as Lipid storage S3 inconclusive.
`CCOc1cc(NC(=O)c2ccccc2C(=O)O)c(OCC)cc1NC(=O)c1ccccc1F` gave Lipid storage S3 inconclusive.
`CC(=O)Nc1ccc(-c2nn[nH]n2)cc1` gave Lipid storage S3 inconclusive.
For Cc1ccn2c(=O)nc(SCC(=O)N3CCCCCC3)nc2c1 the results were Lipid storage S3 -5.3% and Lipid storage S3 cell count max -7.1.
For C/C(=N/NC(=O)c1ccc2c(c1)OCO2)c1ccc(Br)s1 the results were Lipid storage S3 -6.2% and Lipid storage S3 cell count max 2.1.
For O=C1CCCN=C(Nc2ccc(F)c(Cl)c2)S1 the results were Lipid storage S3 inconclusive.
`Cc1ccc(NC(=O)Nc2cccc(F)c2)nc1` gave Lipid storage S3 10.2% and Lipid storage S3 cell count max 2.1.
`Cc1cc(O)cc(O[C@H]2OC(CO)[C@H](O)[C@@H](O)[C@H]2O)c1` (stereo not given in full) gave Lipid storage S3 inconclusive.
`CC(=O)c1ccc(NC(=O)c2ccc(CNc3c(N4CCCC4)c(=O)c3=O)cc2)cc1` gave Lipid storage S3 12.2% and Lipid storage S3 cell count max 3.3.
`CC(Sc1n[nH]c(-c2ccccc2F)n1)C(=O)Nc1ccc(S(N)(=O)=O)cc1` (stereo not given) gave Lipid storage S3 -5.4% and Lipid storage S3 cell count max -12.2.
For COc1cc(NC(=S)NC(=O)c2ccccc2F)ccc1NC(=O)c1ccco1 the results were Lipid storage S3 inconclusive.
`Cc1ccc(S(=O)(=O)N2CN(Cc3ccco3)c3nc4ccccc4nc32)cc1` gave Lipid storage S3 inconclusive.
`COc1ccc(C(CCNCc2ccc(F)cc2)c2ccc(F)cc2)cc1` (stereo not given) gave Lipid storage S3 inconclusive.
Screening CCOC(=O)C1CCCN(C2=NC(=O)/C(=C/c3ccc(N(C)C)cc3)S2)C1 (stereo not given) returned Lipid storage S3 inactive.
`C[C@H]1O[C@H](O[C@H]2[C@H](O[C@@H]3CC[C@@]4(C)C(CC[C@]5(C)C4CC=C4[C@@H]6CC(C)(C)CC[C@]6(C(=O)O[C@@H]6O[C@H](CO)[C@@H](O)[C@H](O)[C@H]6O)CC[C@]45C)C3(C)C)O[C@H](C(=O)O)[C@@H](O)[C@@H]2O)[C@@H](O)[C@@H](O)[C@@H]1O` (stereo not given in full) gave Lipid storage S3 -5.9% and Lipid storage S3 cell count max 1.2.
`COc1ccc(-n2c(SCc3cn4c(C)cccc4n3)nc3ccccc3c2=O)cc1OC` gave Lipid storage S3 inconclusive.
Screening NS(=O)(=O)c1ccc(NC(=O)/C=C/c2cccs2)cc1 returned Lipid storage S3 4.3% and Lipid storage S3 cell count max 4.4.
For Cc1ccc(S(=O)(=O)N(C(=O)c2ccncc2)c2ccc3oc4c(c3c2)CCCC4)cc1[N+](=O)[O-] the results were Lipid storage S3 inconclusive.
`Cc1ncc([N+](=O)[O-])n1CC(=O)NC1CCCCC1` gave Lipid storage S3 inconclusive.
For O=C(NCc1ccccc1)c1ccc2nc(N3CCOCC3)sc2c1 the results were Lipid storage S3 inconclusive.
`C/C(=C(\C#N)C(=O)NCCN1CCOCC1)N(C)C` gave Lipid storage S3 inactive and Lipid storage S3 cell count max 14.3.
Screening O=C(/C=C/c1cccc([N+](=O)[O-])c1)NCC1CCCO1 (stereo not given) returned Lipid storage S3 inconclusive.
For Clc1ccc(OCc2nnc(-c3ccccc3Br)o2)cc1 the results were Lipid storage S3 inconclusive.
Screening N/C(=N\OC(=O)N1CCOCC1)c1ccc(Cl)cc1 returned Lipid storage S3 inconclusive.
Screening CCOc1ccc(NS(=O)(=O)c2ccc(NC(=S)NC(C)=O)cc2)cc1 returned Lipid storage S3 -12.0% and Lipid storage S3 cell count max -3.5.
O=C(CCN1C(=O)COc2ccccc21)NCCCN1CCN(c2ccccc2F)CC1 was read as Lipid storage S3 inconclusive.
O=C(Nc1nccc(-c2cccs2)n1)c1cccs1 was read as Lipid storage S3 inconclusive.
For Cc1sc2nc(C)n(/N=C/c3ccc(O)cc3O)c(=O)c2c1C the results were Lipid storage S3 inconclusive.
Screening CCn1c(SCC(=O)c2ccc(Cl)cc2)nnc1-c1cccs1 returned Lipid storage S3 inconclusive.
Screening Cc1c(NS(C)(=O)=O)cccc1-c1nc2cccnc2s1 returned Lipid storage S3 8.7% and Lipid storage S3 cell count max -12.5.
For Cc1ccc(C2=Nc3ccccc3N(C(=O)c3ccccc3)C(C)C2)cc1 (stereo not given) the results were Lipid storage S3 inconclusive.
`CCOC(=O)N1CCN(C(=O)c2ccc(C#CC3(O)CCCCC3)cc2)CC1` gave Lipid storage S3 inactive and Lipid storage S3 cell count max 9.2.
COc1cc(NC(=O)c2cccs2)c(OC)cc1NC(=O)c1ccco1 was read as Lipid storage S3 inconclusive.
For CCCc1nnc(NC(=O)c2cccs2)s1 the results were Lipid storage S3 -17.9% and Lipid storage S3 cell count max -1.5.
CCOC(=O)c1[nH]c(C(=O)O)c(CCC(=O)OC)c1C was read as Lipid storage S3 inconclusive.
For O=S(=O)(c1ccc(F)cc1)c1nc(-c2ccccc2)oc1N1CCOCC1 the results were Lipid storage S3 inconclusive.
For Cc1cc(C)c2c(n1)sc1c(=O)n(CC(=O)c3ccccc3)cnc12 the results were Lipid storage S3 -2.6% and Lipid storage S3 cell count max 22.2.
Screening Cc1ccc(-n2nc3c(=O)n(CC(=O)NCCCc4ccccc4)nc(C)c3c2C)cc1 returned Lipid storage S3 18.4µM* and Lipid storage S3 cell count max 21.0*.
Screening O=C(N/N=C/c1ccsc1)C1CC1 returned Lipid storage S3 2.2% and Lipid storage S3 cell count max 16.3.
CC(C)Cn1c(N)c(C(=O)CSc2cc(Cl)ccc2Cl)c(=O)n(C)c1=O was read as Lipid storage S3 inconclusive.
`CCOC(=O)NN1C(=O)c2ccccc2NC1c1ccccn1` (stereo not given) gave Lipid storage S3 0.6% and Lipid storage S3 cell count max -2.0.
`CN(C)S(=O)(=O)n1cnc([C@H]2c3c(ncn3Cc3ccccc3)C[C@H]3COC(=O)[C@@H]32)c1` gave Lipid storage S3 inconclusive.
For CCC1=NN2C(=N)/C(=C\c3ccc(OCCOc4ccccc4OC)cc3)C(=O)N=C2S1 the results were Lipid storage S3 inconclusive.
`CCN(CC(=O)Nc1c(F)cccc1F)C(=O)CCc1c[nH]c2ccccc12` gave Lipid storage S3 inconclusive.

Compounds shown so far containing an aryl thioether with sulfur outside any ring (six):
Screening CSc1ccccc1NC(=O)Nc1cccc2ccccc12 returned Lipid storage S3 inactive and Lipid storage S3 cell count max -13.0.
For Cc1ccn2c(=O)nc(SCC(=O)N3CCCCCC3)nc2c1 the results were Lipid storage S3 -5.3% and Lipid storage S3 cell count max -7.1.
`CC(Sc1n[nH]c(-c2ccccc2F)n1)C(=O)Nc1ccc(S(N)(=O)=O)cc1` (stereo not given) gave Lipid storage S3 -5.4% and Lipid storage S3 cell count max -12.2.
`COc1ccc(-n2c(SCc3cn4c(C)cccc4n3)nc3ccccc3c2=O)cc1OC` gave Lipid storage S3 inconclusive.
Screening CCn1c(SCC(=O)c2ccc(Cl)cc2)nnc1-c1cccs1 returned Lipid storage S3 inconclusive.
CC(C)Cn1c(N)c(C(=O)CSc2cc(Cl)ccc2Cl)c(=O)n(C)c1=O was read as Lipid storage S3 inconclusive.

(more compounds)
Screening O=C(NCc1cc(C(F)(F)F)ccc1F)C1CCC(=O)N(C2CC2)C1 (stereo not given) returned Lipid storage S3 inactive and Lipid storage S3 cell count max 8.9.
Screening NC(=O)[C@@H]1CCCNc2c(I)cc([N+](=O)[O-])cc2C(=O)N[C@@H](CCC(=O)O)C(=O)N[C@@H](CO)C(=O)N1 returned Lipid storage S3 -13.6% and Lipid storage S3 cell count max -14.5.
For COC(=O)c1cc2sccc2n1Cc1nc(-c2ccc(Cl)cc2)oc1C the results were Lipid storage S3 11.1%.
`C=CCc1c(C)nc(SCC(=C)C)[nH]c1=O` gave Lipid storage S3 inconclusive.
`Cc1nn(-c2ccc(Cl)cc2)c(Cl)c1/C=C(\C#N)C(N)=O` gave Lipid storage S3 -10.1% and Lipid storage S3 cell count max -17.2.
For O=C(O)/C=C/c1ccc(S(=O)(=O)Nc2ccc3[nH]c(=O)[nH]c3c2)cc1 the results were Lipid storage S3 1.4% and Lipid storage S3 cell count max 17.6.
For Cc1ccccc1C(=O)Nc1cccc(NC(=O)c2ncn[nH]2)c1 the results were Lipid storage S3 24.7% and Lipid storage S3 cell count max -0.5.
`Cc1ccccc1NS(=O)(=O)c1ccc(C(=O)NCCCN2CCOCC2)cc1` gave Lipid storage S3 inactive and Lipid storage S3 cell count max 15.8.
CSCCC(NC(=O)c1ccco1)C(=O)OC(C)C(=O)NC(=O)NC1CCCCC1 (stereo not given) was read as Lipid storage S3 inconclusive.
Screening O=C(CSc1ccc(F)cc1)N1CCOCC1 returned Lipid storage S3 -1.3% and Lipid storage S3 cell count max 7.1.
CCn1cc(C(=O)N2CCc3ccccc32)c(=O)c2cc(S(=O)(=O)N(C)C3CCCCC3)ccc21 was read as Lipid storage S3 inconclusive.
Screening O=C(c1cc([N+](=O)[O-])ccc1Cl)N1c2ccccc2Sc2ccccc21 returned Lipid storage S3 inconclusive.
For O=C(COC(=O)Cn1nnc2ccccc21)Nc1ccccc1Br the results were Lipid storage S3 8.7% and Lipid storage S3 cell count max 3.8.
Screening Cc1ccc(-c2ccc(/C=N\n3cnnc3)o2)c(Br)c1 returned Lipid storage S3 inconclusive.
Screening O=C(Cc1ccccc1)Nc1ccc(N2CCCCC2)cc1 returned Lipid storage S3 -7.4% and Lipid storage S3 cell count max -66.0.
For O=C(NC12CC3CC(CC(C3)C1)C2)c1ccc(N2CCNCC2)c([N+](=O)[O-])c1 the results were Lipid storage S3 -6.3% and Lipid storage S3 cell count max 13.2.
`Cc1ccc(SCC(=O)N2CCN(c3ccccn3)CC2)cc1` gave Lipid storage S3 11.2% and Lipid storage S3 cell count max 9.0.
Cc1cc(C)c(NC(=O)c2cccs2)c(C)c1NC(=O)c1cccs1 was read as Lipid storage S3 inconclusive.
Nc1ccn([C@H]2C[C@H](O)[C@@H](CO)O2)c(=O)n1 was read as Lipid storage S3 9.6%&0.2% and Lipid storage S3 cell count max 1.0&17.7.
`Cc1cc(C)c(NC(=O)C2C3/C=C\CCCCC32)c(C)c1` (stereo not given) gave Lipid storage S3 0.1% and Lipid storage S3 cell count max -18.6.
COc1ccccc1CN1CCCC(CN(CCN(C)C)C(=O)C2CCCC2)C1 (stereo not given) was read as Lipid storage S3 7.8% and Lipid storage S3 cell count max 0.3.
COc1ccc(OC)c(NC(=O)c2cccc(N3C(=O)C4C5CCC(C5)C4C3=O)c2)c1 (stereo not given) was read as Lipid storage S3 inconclusive.
Screening O=C1Nc2ccccc2C1(c1ccccc1)c1ccccc1 returned Lipid storage S3 inconclusive.
For O=C(NS(=O)(=O)N1CCCC1)C1=C(N2CCCC2)COC1=O the results were Lipid storage S3 inconclusive.
Cc1nn(CCOc2ccccc2)c(=O)n1-c1ccc(Cl)cc1 was read as Lipid storage S3 -16.3%.
`COc1ccc(NC(=O)c2nc[nH]c2C(=O)NCCCCCNC(=O)OC(C)(C)C)cc1` gave Lipid storage S3 -14.8%.
Screening O=C1CCC/C1=C/Nc1ccc2c(c1)OCO2 returned Lipid storage S3 inconclusive.

Taken from above, 2 compounds:
`COc1ccc(NC(=O)c2nc[nH]c2C(=O)NCCCCCNC(=O)OC(C)(C)C)cc1` gave Lipid storage S3 -14.8%.
Screening O=C1CCC/C1=C/Nc1ccc2c(c1)OCO2 returned Lipid storage S3 inconclusive.
